Source: PubChem BioAssay
Myeloid diff 2 = promotes myeloid progenitor differentiation; calls only at 10 µM; 360,000 tested, 1% active; AID 624256; ER-HoxA9 myeloid progenitors, lysozyme-GFP differentiation, flow cytometry;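 active means normalized GFP-positive differentiation at or above the plate's own cutoff, the solvent-only control mean plus 3 SD; inconclusive means no clear call, values can overlap the other calls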;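 further: cells exposed to compound for four days before flow analysis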
LYP inhibition = PTPN22 lymphoid phosphatase activity blockers – biochemical, fluorescence intensity, uHTS (AID 1779); 290,000 tested, 0.054% active; inhibition, % at 11.5 µM, or IC50 in µM where a hit was titrated; recombinant LYP phosphatase, fluorescence intensity; higher % means a stronger effect; in the data active means inhibition above about 50%;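 further: plate controls were vehicle with enzyme for no effect and no enzyme for full effect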
Myeloid diff 2 GFP+ MAC1+ % = further read-out of Myeloid diff 2, marked with its call; GFP+ MAC1+ double positive, %; measured here: differentiation confirmed by MAC1 staining
* hit, by the source's call; i = inactive; ? = inconclusive; · = not tested or not shown.

A first look:
Results follow in this order: Myeloid diff 2, Myeloid diff 2 GFP+ MAC1+ %, LYP inhibition
> Cc1c(C(=O)NN)nn(-c2ccc(F)cc2)c(=O)c1C#N
  i, 0.7, -6%
> CCc1cc2c(NCc3ccccc3)nc(C)nc2s1
  i, 0.4, 0%

Results, previewed entries included:
Results follow in this order: Myeloid diff 2, Myeloid diff 2 GFP+ MAC1+ %, LYP inhibition
> Cc1c(C(=O)NN)nn(-c2ccc(F)cc2)c(=O)c1C#N
  i, 0.7, -6%
> CCc1cc2c(NCc3ccccc3)nc(C)nc2s1
  i, 0.4, 0%
> C=CCNc1nc2ccccc2nc1NS(=O)(=O)c1ccc(Cl)cc1
  i, 0.2, -8%
> CC(NS(=O)(=O)c1ccc(N)cc1)C1CC2CCC1C2 (configuration not stated)
  i, 0.5, -6%
> CC(C)(C)[C@H]1CCC(=O)N([C@H](CN=[N+]=[N-])Cc2ccccc2)CC1
  i, 3.0, -13%
> CN(C)CCCNC(=S)N(CCCO)Cc1cc2cc3c(cc2[nH]c1=O)OCO3
  i, 0.7, -8%
> O=C(Nc1nnc2n1CCS2)c1ccco1
  i, 0.0, -6%
> COc1ccc(CC(=O)N2CCc3cc(OC)c(OC)cc3C2C)c(OC)c1 (configuration not stated)
  i, 0.6, -8%
> COc1ccc(NC(=O)CN2C(=O)C(C)Oc3ccccc32)cc1OC (configuration not stated)
  i, 0.5, -12%
> CCOc1ccc(N(C)S(=O)(=O)c2cc(-c3cc(C)no3)ccc2C(C)C)cc1
  ?, ·, -6%
> CCOc1ccc(NC(=O)CCNS(=O)(=O)c2cccc3nsnc23)cc1
  i, 4.3, 1%
> COc1ccc(C(C(=O)NC(C)(C)C)N(CCO)C(=O)CCC(=O)Nc2cc(C)on2)cc1 (configuration not stated)
  i, 0.6, -8%
> Cc1cc(OCC(=O)N2CCN(c3ccccn3)CC2)cc(C)c1Br
  i, 2.8, -5%
> COc1ccccc1NC(=O)CSc1ccc2nnc(CCNC(=O)c3ccccc3)n2n1
  ?, ·, -6%
> Cn1c(=O)n(C)c2cc(NC(=O)COc3ccc(F)cc3)ccc21
  i, 0.2, 1%
> Cc1cc(NC(=O)CCC(=O)N(CC(=O)NC2CCCC2)c2cccc(F)c2)no1
  i, 0.5, -11%
> Cc1cc(C)cc(NS(=O)(=O)c2ccc(-c3cnc(C4CC4)o3)cc2)c1
  ?, ·, -4%
> Cc1ccc(C(=O)N/N=C/c2c[nH]c3ccccc23)o1
  i, 1.0, 3%
> C[C@H](NC(=O)C1CCN(S(=O)(=O)c2ccccc2)CC1)C(=O)NCc1ccc(F)cc1
  i, 0.7, -9%
> FC(F)(F)c1ccccc1CN1CCC(Cc2ccccc2)CC1
  i, 0.3, -7%
> CCC(C)N1CCN(C(=O)C2CCN(S(=O)(=O)c3c(C)noc3/C=C/c3ccco3)CC2)CC1 (configuration not stated)
  ?, ·, -3%
> CCOc1ccccc1NC(=S)NC(=O)C1CC1
  i, 0.3, -5%
> COc1ccc(OC)c(S(=O)(=O)N2CCCC(C(=O)NCc3ccncc3)C2)c1 (configuration not stated)
  i, 0.6, -11%
> COc1ccc(C(=O)Nc2ccccc2C(=O)NCC2CCCO2)cc1 (configuration not stated)
  i, 0.2, -8%
> Cc1cccc(NC(=O)c2c([N+](=O)[O-])cnn2C)c1
  i, 0.4, -9%
> Cc1ccc(-c2nnn3c2nc(NC(C)C)c2ccccc23)cc1
  i, 0.8, -8%
> Cc1c(OC(C)C(=O)NCCCN2CCCC2=O)ccc2c3c(c(=O)oc12)CCCC3 (configuration not stated)
  i, 7.4, -15%
> CCSc1nc2sc3c(c2c(=O)n1-c1ccc(C)cc1)CCN(C)C3
  i, 0.6, -4%
> COc1cccc(NC(=O)CCC2CCN(C(=O)c3scnc3C)CC2)c1
  i, 0.9, -9%
> COc1ccccc1/C=C1\SC(=O)N(CCC(=O)N2CCCCC2CCO)C1=O (configuration not stated)
  i, 11, 0%
> CC(C)CN(CC(C)C)C(=O)c1cc2c(=O)n3ccccc3nc2s1
  i, 0.9, -6%
> CC1CCCC(C)N1/N=C/c1ccc(O)c(O)c1 (configuration not stated)
  i, 0.6, -3%
> COc1cccc(/C=C/c2onc(C)c2S(=O)(=O)N2CCC(C(=O)NC3CCCCCC3)CC2)c1
  i, 1.0, 0%
> COCCNC(=O)CCc1nnc2ccc(N3CCC(C)CC3)nn12
  i, 0.3, -7%
> CCCCC(=O)NC(c1ccc(Cl)cc1Cl)c1ccc2cccnc2c1O (configuration not stated)
  ?, ·, -8%
> C=CCN1C(=O)C(=O)N(Cc2nc3ccccc3s2)C1=O
  i, 0.4, -3%
> COc1ccc(C)cc1NC(=O)Nc1ccncc1
  i, 0.7, -5%
> COc1ccc(/C=C(\C#N)C(=O)N2COCC2(C)C)cc1
  i, 0.4, -10%
> COc1cc(/C=N/NC(=O)c2cc(-c3ccccc3)nc3ccccc23)ccc1O
  i, 0.6, -2%
> CCN(CC)S(=O)(=O)c1ccc(-c2cn3cc(Cl)ccc3n2)cc1
  i, 0.0, -14%
> Cc1ccc(Cl)c2c(N=Nc3ccccc3)c(O)[nH]c12
  i, 0.7, -9%
> CN(C)S(=O)(=O)NCC1CCCN(Cc2ccc(-c3ccccc3)cc2)C1 (configuration not stated)
  i, 0.6, 4%
> Cc1ccc(CNS(=O)(=O)c2cc3c(cc2C)N(C)CCO3)cc1
  i, 2.5, -9%
> COc1ccc2c(c1OC)C(=O)OC2N1C(=O)CC[C@H]1C(=O)NCC1CCCO1 (some centres not stated)
  i, 3.8, -8%
> CCN(CC)CCCN(C(=O)c1ccc(F)cc1)c1nc(-c2ccc(OC)cc2)cs1
  i, 0.3, -9%
> COc1ccc(OC)c(/C(C)=N\NC(=O)c2cc3cc(Cl)ccc3n2C)c1
  i, 0.6, 0%
> CCC(=O)NN1CCN(c2ccncc2S(=O)(=O)N2CCCCC2)CC1
  i, 1.2, -10%
> O=C(CCNS(=O)(=O)c1ccc(Cl)cc1)Nc1ccncc1
  i, 0.4, -11%
> CCOc1c(C)cnc2c1c(=O)n(Cc1c(F)cccc1Cl)c(=O)n2C
  i, 2.0, -15%
> CNS(=O)(=O)c1cc(-c2nnc(Nc3ccc(NC(C)=O)cc3)c3ccccc23)ccc1C
  i, 0.5, -3%

Next part:
Results follow in this order: Myeloid diff 2, Myeloid diff 2 GFP+ MAC1+ %, LYP inhibition
> CCc1ncc(CN2CCCC(C(=O)Nc3cccc(-c4cccc(C)c4)c3)C2)cn1 (configuration not stated)
  i, 2.3, -8%
> COc1ccc(OC)c(S(=O)(=O)N2CCC(C(=O)NC3CCCCC3)CC2)c1
  i, 1.2, -10%
> O=C(N1CCCCC1)C1(c2ccccc2)CCCCC1
  i, 0.6, -6%
> COc1cc(NC(=O)CC(C)S(=O)(=O)c2cc3c(cc2C)NC(=O)CO3)cc(OC)c1OC (configuration not stated)
  ?, ·, -11%
> CCOc1ccc(S(=O)(=O)N2CCCC(C(=O)Nc3cccc(C)c3)C2)cc1 (configuration not stated)
  i, 0.6, -4%
> CC(=O)Nc1ccc(SCC(=O)c2cc(C)ccc2C)cc1
  i, 0.3, -6%
> Cc1cc(Cl)ccc1NC(=S)NCC(O)c1ccccc1 (configuration not stated)
  i, 0.6, -5%
> COc1ccc(C2CC(c3cccs3)=NN2C(=O)c2ccccc2)cc1OC (configuration not stated)
  i, 0.7, 0%
> O=c1c2ccccc2oc2cc(NCCCn3ccnc3)ccc12
  i, 0.9, -52%
> CCOC(=O)C1CCCN(S(=O)(=O)c2ccc3c(c2)CC(C)N3C(=O)C2CC2)C1 (configuration not stated)
  i, 4.9, -8%
> O=C(NCc1ccccc1)c1ccc(CN2CCC(Cc3ccccc3)CC2)cc1
  i, 0.3, -5%
> Cc1ccc(N(C(=O)CNC(=O)c2ccco2)C(C(=O)NC2CCCC2)c2cccnc2)cc1 (configuration not stated)
  i, 0.6, -6%
> CN(C)c1cc[n+](CC(=O)Nc2ccc(Cl)cc2)cc1
  i, 1.0, -8%
> COc1ccccc1-n1c(SCC(=O)NCC2CCCO2)nc2c([nH]c3ccccc32)c1=O (configuration not stated)
  i, 0.9, -7%
> Cc1onc(C(=O)Nc2cccc(C(F)(F)F)c2)c1[N+](=O)[O-]
  i, 1.8, -9%
> Cc1ccc(CS(=O)Cc2ccc(C(=O)NC3CCCC(C)C3C)o2)cc1 (configuration not stated)
  i, 1.3, -16%
> COc1cccc(NC(=O)CCNC(=O)C2CCN(S(=O)(=O)c3ccc(F)cc3)CC2)c1
  i, 0.8, -9%
> COc1ccccc1C(=O)NCc1ccco1
  i, 0.5, -5%
> CC1(OCON)CCCc2ccccc21 (configuration not stated)
  i, 0.9, -6%
> CC(=O)C1=C(O)C(=O)N(c2ccc(O)cc2)C1c1ccc(C)cc1 (configuration not stated)
  i, 0.2, -6%

Additional records
molecule	Myeloid diff 2	Myeloid diff 2 GFP+ MAC1+ %	LYP inhibition
Cc1ccc(N2C(=O)Nc3ccc(Br)cc3C2(O)C(=O)NCCN(C)C)cc1C (configuration not stated)	i	0.8	-9%
CCCn1c(CN2CCN(C(=O)OCC)CC2)nc2cc(NC(=O)CC)ccc21	i	1.1	-9%
O=C(C[C@H]1C(=O)N(c2ccc(F)c(F)c2)C[C@@H]1Cc1ccccc1)Nc1ccccc1	i	1.7	18%
CCCCCCCNC(=O)C1(CC2CC(c3ccc(Cl)cc3)=NO2)CCN(C(=O)c2ccccc2)CC1 (configuration not stated)	i	0.8	-1%
Cc1ccccc1C(=O)Nc1ccccc1C(=O)N1CCC(C)CC1	i	0.0	-6%
CC1(C)C2CCC1(CS(=O)(=O)N1CCC(C(N)=O)CC1)C(=O)C2 (configuration not stated)	i	0.0	-5%
CCOc1ccc(CNC(=O)Cn2nc(C)n3nc(-c4ccccc4)cc3c2=O)cc1	i	2.0	-12%
Cc1ccc(S(=O)(=O)c2nc(S(C)(=O)=O)sc2N2CCOCC2)cc1	i	2.5	-3%
CC12CCC(C(=O)Nc3cccc(Cl)c3Cl)([C@H](Br)C1=O)C2(C)C (some centres not stated)	i	0.3	-4%
Cc1cc(NS(=O)(=O)c2ccc(NC(=O)Nc3cccc(C(F)(F)F)c3)cc2)no1	i	1.7	1%
COc1ccc(S(=O)(=O)NCC(=O)Nc2ccc3c(c2)OCCO3)cc1OC	i	0.3	-5%
O=C(Nc1ccnn1C1CCN(Cc2ccn[nH]2)CC1)c1ccccc1	i	0.3	-11%
CCCCC1CN2CCc3c([nH]c4ccccc34)C2(C)C1 (configuration not stated)	i	0.5	-10%
CCCN(CC(=O)Nc1ccc(NC(C)=O)cc1)CC(=O)Nc1ccc(F)c(F)c1F	i	0.6	-6%
CC1Sc2ccc(S(=O)(=O)N3CCC(C(=O)NCCc4ccccc4)CC3)cc2NC1=O (configuration not stated)	i	0.8	-7%
CCOc1ccc(Nc2cc3n(c(=O)n2)CCc2cc(OC)c(OC)cc2-3)cc1	i	0.4	-1%
COc1ccc(Oc2cc(NN3CCCCC3)c([N+](=O)[O-])cc2[N+](=O)[O-])cc1OC	i	0.9	-4%
COc1ccc(C(=O)Nc2nnc(-c3ccc(F)cc3)s2)c(OC)c1	i	0.4	-11%
Cc1cccnc1NC(=O)c1cccc(S(=O)(=O)N2CCCc3ccccc32)c1	i	1.4	-7%
CCCN(CCC)CCCNC(=O)c1cc2c(=O)[nH]c3ccccc3c2s1	i	0.5	-10%
CCOc1ccc(S(=O)(=O)NC2CCCC2)cc1C	i	0.8	-5%
COc1ccccc1N1CCN(C2CCCN(C(=O)c3cscn3)C2)CC1 (configuration not stated)	i	2.4	-7%
COc1ccc(-c2cc(C(=O)NC3CC3)c3ccccc3n2)cc1	i	1.1	-2%
Cc1ccc(S(=O)(=O)NCC(=O)N2CCOCCOCCOCCOCC2)cc1	i	0.7	-10%

Nothing new here: an excerpt of the list.
molecule	Myeloid diff 2	Myeloid diff 2 GFP+ MAC1+ %	LYP inhibition
CCOc1ccc(Nc2cc3n(c(=O)n2)CCc2cc(OC)c(OC)cc2-3)cc1	i	0.4	-1%
COc1ccc(Oc2cc(NN3CCCCC3)c([N+](=O)[O-])cc2[N+](=O)[O-])cc1OC	i	0.9	-4%
COc1ccc(C(=O)Nc2nnc(-c3ccc(F)cc3)s2)c(OC)c1	i	0.4	-11%
Cc1cccnc1NC(=O)c1cccc(S(=O)(=O)N2CCCc3ccccc32)c1	i	1.4	-7%
CCCN(CCC)CCCNC(=O)c1cc2c(=O)[nH]c3ccccc3c2s1	i	0.5	-10%
CCOc1ccc(S(=O)(=O)NC2CCCC2)cc1C	i	0.8	-5%

Additional results follow:
molecule	Myeloid diff 2	Myeloid diff 2 GFP+ MAC1+ %	LYP inhibition
COc1ccc(-c2cc(C(=O)NCC3CCCO3)c3cc(C(C)C)ccc3n2)cc1 (configuration not stated)	?	·	-6%
O=C(Cn1cnc2c(oc3nc4c(cc32)CCCC4)c1=O)Nc1cccc(Cl)c1	i	3.5	-10%
CCN(CC)S(=O)(=O)c1cccc(N=Nc2sc(N)nc2C)c1	i	0.2	-7%
COc1cccc(C(=O)N2CCN(C3CCCCC3)CC2)c1	i	0.0	-2%
O=C(Nc1ccc(NC(=O)c2cccc([N+](=O)[O-])c2)cc1)c1cccc([N+](=O)[O-])c1	i	1.1	-8%
COc1cc(OC)c(C2=NOC(C(=O)NCc3cccnc3)C2)cc1Cl (configuration not stated)	i	0.3	-12%
COc1ccc(/C(C)=N/N2CCCCC2)c(O)c1	i	0.4	-7%
CC#CC(=O)N1CCCC(C(=O)c2ccc(SC)cc2)C1 (configuration not stated)	i	0.4	-6%
O=C(Nc1ccccc1Oc1ccccc1)c1cccs1	i	0.4	-9%

Some of the compounds tested (hit frequency here may not be typical).
